Bioassay records (PubChem BioAssay)
influenza NS1A: NS1A inhibition, H1N1 influenza, cell based functional assay (AID 504329); NS1A functional cell-based assay, percent inhibition; higher % means a stronger effect; one-dose inhibition, % at 12.5 µM; IC50 in µM for titrated hits; actives 0.3% (n = 340,000); in the data active means a potency from the dose series; inconclusive means inhibition above about 27% without an active follow-up result; further: strong numbers were not always called active
VEEV TC-83 Vero: inhibitors of VEEV TC-83 cytopathic effect, confirmation, Vero cells (AID 588727); Vero cells, VEEV TC-83 cytopathic effect inhibition; higher % means a stronger effect; one-dose inhibition, % at 20 µM; IC50 in µM for titrated hits; actives 0.13% (n = 350,000); in the data active means a potency from the dose series; inconclusive means inhibition mostly from about 14% at the one dose, without a potency; inactive means the rest, 99 in 100 with inhibition below about 12%; further: strong numbers were not always called active
M. tuberculosis: growth inhibition of non-replicating M. tuberculosis (AID 488890); Mycobacterium tuberculosis non-replicating, growth inhibition; higher % means a stronger effect; inhibition, % at 25 µM; hits with a dose series show IC50 in µM; actives 0.39% (n = 320,000); in the data active means a potency from the dose series; inconclusive means inhibition mostly from about 82% at the one dose, without a potency; inactive means the rest, 99 in 100 with inhibition below about 76%;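 further: plate controls were DMSO cells for no effect and high antibiotic wells for full effect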
M. tuberculosis HTS: M. tuberculosis growth inhibition, HTS (AID 449762); inhibition, % at 25 µM, or IC50 in µM where a hit was titrated; actives 0.59% (n = 330,000); M. tuberculosis H37Rv growth inhibition, 7H9 media; higher % means a stronger effect; in the data active means a potency from the dose series; inconclusive means inhibition above about 70% without an active follow-up result;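 further: bacterial growth assessed after seven days of incubation; strong numbers were not always called active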
Salmonella PhoP GFP: PhoP regulon inhibitors, Salmonella typhi PhoP promoter GFP reporter, confirmatory (AID 1850) | one-dose inhibition, % at 50 µM; IC50 in µM for titrated hits | actives 0.33% (n = 310,000) | Salmonella Typhi PhoP-promoter GFP reporter, fluorescence, 4 h; higher % means a stronger effect; in the data active means a potency from the dose series; inconclusive means inhibition mostly from about 25% at the one dose, without a potency; inactive means the rest, 99 in 100 with inhibition below about 19%;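 further: 0% = induced wells with vehicle and 100% = uninduced wells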
VEEV TC-83 Vero 10K pilot screen: second read-out of VEEV TC-83 Vero, no call of its own (marks repeat the call); inhibition, %; measured here: 10K pilot screen inhibition
An asterisk follows results filed as active; i = inactive; ? = inconclusive; · = not tested or not shown.

SMILES | influenza NS1A | VEEV TC-83 Vero | M. tuberculosis | M. tuberculosis HTS | Salmonella PhoP GFP | others
COc1ccc(OC)c(NC(=O)c2ccc3c(c2)CCN3S(C)(=O)=O)c1 | -2% | 2.0% | 4% | 0% | -10%
CCOc1ccccc1NC(=O)CSc1nnc2ccc(-c3cccnc3)nn12 | 2% | 1.4% | 8% | -2% | -10%
Cc1ccc(N2C(=O)c3ccccc3C2=O)cc1 | -12% | 0.2% | 2% | 0% | -3%
CCOC(=O)c1c(CSc2cccs2)n(C)c2cc(Br)c(O)c(CN(C)C)c12 | 15% | 8.8% | 34% | 35% | -10%
CCO[C@@H]1OC(C(=O)NCc2nc3ccccc3[nH]2)=C[C@H](c2csc3ccccc23)[C@H]1CCCO | -1% | 5.0% | 54% | ? | -5%
Cc1ccccc1-n1nnnc1SCC(=O)NC1CC1 | 0% | 0.8% | 2% | -5% | ·
COc1cccc(N(C(=O)Cn2nnc(-c3cccs3)n2)C(C(=O)NC(C)C)c2ccc(C)o2)c1 (stereo not drawn) | -5% | 1.0% | 8% | -1% | -10%
CN(C)c1c(N)c(=O)oc2ccccc12 | 3% | 1.3% | -9% | -9% | 6%
OCCC1CN(CC#Cc2ccccc2)CCN1C1CCCC1 (stereo not drawn) | -7% | i | 27% | 3% | 9%
C=CC[C@@H](CC(=O)OC(C)(C)C)C(=O)OC[C@@H]1CCCN1C(=O)[C@@H](CC=C)CC(=O)N[C@H](CO)Cc1ccccc1 | 6% | i | 16% | 0% | ·
Fc1ccc(NC(=S)N2CCCC2)cc1Cl | -4% | i | 14% | -1% | 2%
CCS(=O)(=O)N1CCC(C(=O)Nc2cccc(F)c2)CC1 | 20% | i | -4% | -5% | -10%
CCC(C)C12CN3CCN(CC(C)(C3)C1O)C2 (stereo not drawn) | 9% | 0.6% | -12% | 0% | 1%
COc1cc(S(=O)(=O)NCC2CCCO2)ccc1Br (stereo not drawn) | 13% | i | 8% | -2% | 10%
CCN(CC)S(=O)(=O)c1ccc(N2CCOCC2)c(NC(=O)Cc2ccccc2F)c1 | -1% | 6.8% | 3% | -4% | -3%
O=C(Nc1ccc(CN2CCOCC2)cc1)c1ccc(N2CCCC2)c([N+](=O)[O-])c1 | 2% | 0.8% | 10% | -7% | 10%
O=S(=O)(NCc1ccccc1)c1ccccc1NCc1ccc(Cl)cc1 | -4% | 2.6% | · | · | ·
CCOC(=O)N1CCN(C(=O)c2ccc(Cl)c(S(=O)(=O)N3CCCC3)c2)CC1 | 3% | 3.0% | -6% | -2% | -4%
CCOc1ccc(OCC)c(NC(=O)CN(C)S(=O)(=O)c2cnc[nH]2)c1 | 1% | 0.8% | -7% | -2% | 0%
CC(C)COC(=O)N1CCN(S(=O)(=O)c2ccc3c(c2)CCC3)CC1 | -6% | 0.1% | 3% | -2% | ·
Cc1cc(NC(=O)CSCC(=O)Nc2cc(C(F)(F)F)ccc2N2CCCC2)no1 | 1% | 1.6% | -40% | 5% | 5%
Cc1ccc(OCC(=O)N/N=C/c2cccn2C)cc1 | -5% | 0.3% | 36% | -6% | 14%
O=C(COC(=O)c1ccccc1)Nc1ccc(Cl)cn1 | 0% | 0.7% | 23% | 4% | 5%
CCc1nnc(NC(=O)C2CC(=O)N(c3ccc4c(c3)OCCO4)C2)s1 (stereo not drawn) | -5% | 0.9% | 25% | 3% | -6%
Cc1ccc(NC(=O)c2ccc(NCC3CCCO3)c([N+](=O)[O-])c2)cc1Cl (stereo not drawn) | 3% | 0.9% | -11% | -6% | -6%

An excerpt from above in order of heavy-atom count, rising:
SMILES | influenza NS1A | VEEV TC-83 Vero | M. tuberculosis | M. tuberculosis HTS | Salmonella PhoP GFP | others
Fc1ccc(NC(=S)N2CCCC2)cc1Cl | -4% | i | 14% | -1% | 2%
CCC(C)C12CN3CCN(CC(C)(C3)C1O)C2 (stereo not drawn) | 9% | 0.6% | -12% | 0% | 1%
Cc1ccc(N2C(=O)c3ccccc3C2=O)cc1 | -12% | 0.2% | 2% | 0% | -3%
Cc1ccccc1-n1nnnc1SCC(=O)NC1CC1 | 0% | 0.8% | 2% | -5% | ·
OCCC1CN(CC#Cc2ccccc2)CCN1C1CCCC1 (stereo not drawn) | -7% | i | 27% | 3% | 9%
O=S(=O)(NCc1ccccc1)c1ccccc1NCc1ccc(Cl)cc1 | -4% | 2.6% | · | · | ·
O=C(Nc1ccc(CN2CCOCC2)cc1)c1ccc(N2CCCC2)c([N+](=O)[O-])c1 | 2% | 0.8% | 10% | -7% | 10%

More results follow:
SMILES | influenza NS1A | VEEV TC-83 Vero | M. tuberculosis | M. tuberculosis HTS | Salmonella PhoP GFP | others
O=[N+]([O-])/C=C/c1cn(Cc2ccc(Cl)cc2)c2ccccc12 | -2% | ? | 27% | 3% | -7%
COCCn1c(SCC(=O)N(C(C)C)C(C)C)nnc1-c1cc2ccccc2cc1O | 1% | 0.7% | 29% | 3% | -4%
CCC1CSC(Nc2ccc(C(=O)/C=C/c3ccc(Br)cc3)cc2)=N1 (stereo not drawn) | -7% | 0.4% | ? | ? | 7%
Cc1ccccc1C(=O)N1CCC2CC1c1cc(Cl)ccc12 (stereo not drawn) | -11% | 0.5% | · | · | ·
O=S(=O)(c1ccccc1)n1c(C(O)c2ccccn2)cc2ccccc21 (stereo not drawn) | -4% | 6.7% | 7% | 6% | -28%
CC1(C)c2[nH]c3ccccc3c2C[C@@H]2C(=O)N(Cc3ccccc3Cl)C(=O)N21 | -10% | i | 0% | -12% | -11% | VEEV TC-83 Vero 10K pilot screen=0.6
COc1ccc(OC)c(S(=O)(=O)n2cnc3ccccc32)c1 | -3% | i | -1% | 2% | 5%
Fc1ccccc1NC(=S)N1CCN(C/C=C/c2ccccc2)CC1 | 1% | 0.6% | 12% | -4% | -3%
Cc1cccc(S(=O)(=O)C(C#N)c2nc3ccccc3nc2N2CC(C)OC(C)C2)c1 (stereo not drawn) | 15% | 0.5% | 37% | 15% | -57%
CCn1c(-c2nn(-c3ccc(C)cc3)ccc2=O)n[nH]c1=S | 1% | i | 21% | -6% | 2%
COc1ccc(NC(=O)CSc2nc(=O)n(CCN3CCOCC3)c3c2CCC3)cc1 | -9% | 4.7% | 6% | -4% | 6%
O=CN/N=C/c1c(O)ccc2ccccc12 | 6% | ? | -4% | -1% | 35µM*
Cc1cccc(C(CC(=O)NCCc2ccccc2)c2ccccc2)c1O (stereo not drawn) | 2% | 4.8% | 12% | 8% | -27%
COc1cccc(C(=O)OCn2nnc3ccccc3c2=O)c1OC | 3% | 0.5% | i | ? | -10%
COc1ccc(NC(=O)NC2CCN(C(C)C)CC2)c(OC)c1 | 0% | 0.9% | 2% | 8% | -1%
COc1ccc(NC(=O)COC(=O)COc2ccc(Br)cc2)cc1 | -4% | 0.7% | 44% | 2% | 15%
CCNc1ccc([N+](=O)[O-])cc1 | -9% | 3.0% | -12% | 2% | -3%
Cc1ccccc1N(CC(=O)NCc1ccco1)C(=O)CCC(=O)Nc1nccs1 | 6% | 0.6% | 13% | -1% | -7%
COC(=O)[C@H](Cc1ccccc1)NC(=O)NCCc1ccccc1F | -2% | 4.9% | 1% | 11% | -2%
COc1ccc([C@H]2CC(=O)C=C(/C=C/c3ccc(C(F)(F)F)cc3)C2)cc1 | 6% | 0.1% | 33% | 0% | ·
Cc1ccccc1NC(=O)CN1C(=O)NC2(CCCCCCC2)C1=O | -2% | i | · | · | ·
COc1ccc(N(C)S(=O)(=O)c2c(C)noc2C)c(OC)c1 | -2% | 8.5% | 1% | -2% | 0%
CC(C)CNC(=O)c1cc(-c2ccc(Br)cc2)on1 | -3% | 5.4% | 15% | 0% | -1%
CC(C)(C)n1nnnc1CN(Cc1cccnc1)Cc1ccccc1Cl | 17% | 4.2% | 35% | -8% | -4%
O=C(NCc1ccc(S(=O)(=O)NC2CCCCC2)s1)c1ccccc1 | -2% | 2.4% | -1% | -8% | -16%
Remaining list, next part
SMILES | influenza NS1A | VEEV TC-83 Vero | M. tuberculosis | M. tuberculosis HTS | Salmonella PhoP GFP | others
Cc1cccc(CN2C(=O)N/C(=C/c3ccc(C)s3)C2=O)c1 | 12% | 1.4% | 11% | -6% | -13%
Cc1cc(NC(=O)CCC(=O)N(CCC(C)C)C(C(=O)NCC2CCCO2)c2ccccc2C)no1 (stereo not drawn) | -9% | 0.5% | -3% | 9% | 3%
CC1(C)CC(=O)C2=C(C1)N(c1cccnc1)C(N)=C(C#N)C2c1cccs1 (stereo not drawn) | -2% | 0.8% | -10% | -3% | -13%
O=C(NCc1ccc(OC(F)(F)F)cc1)C12CN(Cc3ccccc3)CC1C(c1cccc([N+](=O)[O-])c1)=NO2 (stereo not drawn) | 7% | i | 25% | 2% | -5%
O=C(NCCc1ccccc1)c1cccc(NC(=O)C2CCCCC2)c1 | -14% | 0.3% | · | · | ·
COc1ccc(CCNC(=O)C2CCN(C(=O)NC3CCCCC3)CC2)cc1 | 13% | 0.2% | 6% | 1% | 1%
Cc1nc2c(-c3ccc(F)cc3)cnn2c(N)c1-c1ccc(F)cc1 | 1% | 3.1% | 18% | -6% | -1%
CCCCn1c(=S)[nH]c2ncccc2c1=O | -2% | 1.8% | 70% | -2% | 6%
O=C(c1cccc([N+](=O)[O-])c1)N1CCN(Cc2ccccc2)CC1 | -5% | 0.4% | -11% | 2% | -11%
COc1cc2c3nnc(-c4ccc(F)cc4)c-3cn(Cc3ccc(F)cc3)c2cc1OC | 0% | 10% | 70% | ? | -59%
CC(=O)Nc1nc(COc2ccccc2)cs1 | 2% | 0.9% | 5% | 4% | 2%
COC(=O)c1c(NC(=O)CC2Nc3cc(C)c(C)cc3NC2=O)sc(C)c1C (stereo not drawn) | -7% | 0.6% | -7% | 2% | 0% | VEEV TC-83 Vero 10K pilot screen=0.9
CCCn1c(N)c(C(=O)CSc2nnc(C3CC3)n2-c2ccccc2)c(=O)[nH]c1=O | -6% | 0.4% | 21% | -3% | ·
COC(=O)c1ccccc1NC(=O)CSc1nc(C)cc(C)n1 | -6% | i | 0% | -5% | 0%
O=C(CSc1nnc(NC2CCCCC2)s1)N1CCOCC1 | -2% | i | 23% | 0% | ·
O=C(NCCO)/C(=C/c1ccc2c(c1)OCO2)NC(=O)c1ccc(Br)cc1 | -11% | 0.8% | 1% | 4% | 4%
O=c1c(S(=O)(=O)c2ccc(Cl)cc2)cn(Cc2cccc(F)c2)c2ccc(F)cc12 | -8% | i | -34% | -6% | -11%
COc1ccccc1NC(=O)C1C2CCCCC21 (stereo not drawn) | -3% | 2.0% | 18% | -4% | -4%
CC(NC(=O)c1ccccc1)C(=O)NC1CCCc2ccccc21 (stereo not drawn) | 0% | 1.6% | · | · | ·
CNC(=O)C1CC(=O)N(c2ccc(C)cc2)C1 (stereo not drawn) | 27% | 0.6% | 3% | -5% | -1%
Cn1c(CNC(=O)c2ccccc2)nnc1SCC(=O)N1CCN(c2ccccc2)CC1 | -1% | 1.2% | -18% | 1% | 0%
Cc1ccc(-c2nnn(C(C)C(=O)N3c4ccccc4CCc4ccccc43)n2)cc1 (stereo not drawn) | -6% | 3.5% | 6% | 4% | 0%
O=C(CC(NCc1ccccn1)C(=O)O)Nc1ccccc1Cl (stereo not drawn) | 1.5µM* | i | -3% | -3% | -7%
CCCc1nnc(NC(=O)CCC(=O)Nc2ccc(Br)cc2)s1 | 9% | 1.4% | -3% | 1% | 0%
CC(Oc1ccc(Br)cc1)C(=O)N1CCc2ccccc21 (stereo not drawn) | 9% | 1.4% | 79% | 7% | -6%
The list continues:
SMILES | influenza NS1A | VEEV TC-83 Vero | M. tuberculosis | M. tuberculosis HTS | Salmonella PhoP GFP | others
N#CC1(CCCN2CCCCC2)c2ccccc2CCc2ccccc21 | 2% | i | 59% | 15% | 16%
COc1cccc(CN(C)Cc2nc3cc(C(F)(F)F)ccc3c(=O)[nH]2)c1 | 8% | i | ? | 40% | 5%
c1ccc(-n2c(-c3cccs3)nc3nc4ccccc4nc32)cc1 | -5% | 1.4% | 8% | 1% | 5%
COc1ccccc1C(=O)Nc1c(C(=O)N(CCN(C)C)Cc2ccco2)oc2ccccc12 | 4% | 3.5% | 70% | ? | 2%
COCCNC(=O)c1cccc(OC2CCN(Cc3ccccc3OCCO)CC2)c1 | -3% | i | 6% | 1% | -2%
Oc1ccc(N2CCN(C(=S)NCCc3ccccc3)CC2)cc1 | 17% | 0.4% | 23% | -6% | -5%
COc1ccccc1CNC(=O)CCNS(=O)(=O)c1cccc2nonc12 | -6% | i | 4% | -1% | 12%
CN(CC(=O)NCCc1ccc(S(N)(=O)=O)cc1)c1ccccc1 | 14% | 0.8% | -19% | 4% | 0%
